Statin myotox sup – suppressors of simvastatin-induced myotoxicity in C2C12 myotubes; ATP luminescence, 48 h; scaled: DMSO 0, geranylgeraniol control 100; rescue of ATP level, % at 7.49 µM; 0.78% of 330,000 active; AID 602340;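 active means mean ATP rescue above about 67%, or every replicate alone reaching that limit, limit read from the data, passing the limit was not always enough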;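 further: myotubes were challenged with 10 µM simvastatin during compound exposure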
PglD DTNB – blocks C. jejuni PglD acetyltransferase activity. purified PglD enzyme, DTNB colorimetric CoA detection. AID 602405. 0.098% of 360,000 active. inhibition, % at 12.5 µM; in the data active means inhibition above about 16%, passing the limit was not always enough; further: strong numbers were not always called active
ARNT-TACC3 inh – disrupts binding between human ARNT and TACC3 | AlphaScreen His-ARNT PAS-B/GST-TACC3 binding, luminescence; TACC3 fragment carries E629A point mutation | AID 623870 | 0.66% of 390,000 active | inhibition, % at 9.99 µM;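 active means mean inhibition of replicates at least 50% and at least half of replicates each reaching 50%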;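 further: 0% = complete ARNT plus TACC3 wells and 100% = ARNT alone without TACC3; many hits fall short of the cut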
GSIS activator – primary screen for activators of insulin secretion dependent on glucose, INS-1E cells, GLuc reporter luminescence | 0.61% of 370,000 active | activation, % at 16.6 µM | INS-1E GLuc reporter insulin secretion, 2-3 h;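 active means lowest replicate activation of at least 40%, so every replicate reaches that level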;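 further: 0% = median of neutral control wells and 100% = median of IBMX positive control wells; some compounds called inactive have numbers as strong as hits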
PAX8 reporter – PAX8 transcriptional activity inhibition; 1.2% of 360,000 active; RMG-I TPO-luciferase reporter, SteadyGlo, 24 h; inhibition, % at 12.6 µM;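 active means mean replicate inhibition at least 60% with every replicate also reaching 60%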;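 further: luciferase light reporting Pax8 driven TPO promoter activity; plate controls were median of neutral control wells for no effect and mitoxantrone controls for full effect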
Cneo AK release – Cryptococcus neoformans lysis via adenylate kinase release; C. neoformans lysis, adenylate kinase release luminescence, 4 h; normalised: neutral wells 0, clomiphene wells 100; lysis activity, % at 15 µM; 0.2% of 360,000 active; AID 651654;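 active means mean lysis activity across replicates of at least 80%, whatever share of replicates individually reach that level; inactive means mean lysis activity below 80%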
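Signal: Adenylate kinase release luminescence | Assay system: Log-phase Cryptococcus neoformans yeast cells | Input: Cells at 5 × 10^6 per mL | Buffer or medium: Fresh YPD growth medium | Compound: Single dose | Schedule: Static 4 h at 37 °C with compound, 1 h detection | Controls: Clomiphene | Read-out: Luminescence rise reflecting yeast cell lysis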
LGR2 antag – Drosophila LGR2 receptor signaling inhibition. HEK293 LGR2, CRE-luciferase, bursicon-stimulated, 4 h. inhibition, % at 9.99 µM. 0.35% of 380,000 active;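 active means drop in luminescence signal, shown as inhibition above about 50% in the replicate tests, limit read from the data, passing the limit was not always enough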;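 further: agonist challenge used bursicon conditioned medium at about half maximal strength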
PGC1a acetyl inh – modulators of PGC1a acetylation | inhibition, % at 15.6 µM | 0.17% of 350,000 active | U2OS PGC1a acetylation, AlphaScreen anti-acetyl-lysine; with virally co-expressed GCN5 acetyltransferase;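 active means every replicate shows inhibition of at least 40%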;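 further: 0% = neutral control wells and 100% = positive control wells; some results beyond the cut were filed as inactive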
Active calls of the source: *; . = no result given; & = joins results of further samples. Compounds as they come; any-hit rate near 2.9%.

#	SMILES	Statin myotox sup	PglD DTNB	ARNT-TACC3 inh	GSIS activator
1	C[C@H]1CN([C@@H](C)CO)S(=O)(=O)c2ccc(C#Cc3ccncc3)cc2O[C@H]1CN(C)S(=O)(=O)c1ccc(F)cc1	-53	1	-2	-53
2	CN(C(=O)CSc1nnc(-c2ccc(C(C)(C)C)cc2)n1C)C1CCS(=O)(=O)C1 (stereo unspecified)	-5	6	-1	10
3	C[C@H](CO)N1C[C@H](C)[C@@H](CN(C)S(=O)(=O)c2ccc(Cl)cc2)Oc2ccc(NS(=O)(=O)c3cn(C)cn3)cc2CC1=O	8	-1	.	15
4	C[C@H]1CN([C@@H](C)CO)C(=O)Cc2cc(NC(=O)c3ccncc3)ccc2O[C@@H]1CN(C)C(=O)Nc1ccccc1	1	4	-7	21
5	N#CCC(=O)Nc1ccccc1C(=O)O	1	-5	-3	.
6	CCC(=O)N1C[C@H](C)[C@@H](OC)CN(C)C(=O)c2ccc(NC(=O)C3CCOCC3)cc2OC[C@H]1C	-6	-1	0	-1
7	CC(O)Cc1cn(CC(=O)N2CCN(C(=O)OC(C)(C)C)CC2)nn1 (stereo unspecified)	-5	0	-4	17
8	O=C(NC[C@@H]1[C@@H](c2ccccc2)[C@@H](CO)N1CC1CCCC1)c1ccncc1	20	-3	2	2

#	PAX8 reporter	Cneo AK release	LGR2 antag	PGC1a acetyl inh
1	.	-4	31	18
2	-6	-2	1	1
3	-23	48	12	12
4	-8	2	-3	-11
5	.	0	.	8
6	4	43	1	-9
7	-32	-3	9	1
8	6	12	27	-1

(more compounds)
#	SMILES	Statin myotox sup	PglD DTNB	ARNT-TACC3 inh	GSIS activator
9	COC(=O)[C@H]1[C@H](CO)[C@H]2Cn3c(ccc(-c4ccc(F)cc4)c3=O)[C@H]2N1C(=O)C1CCC1	-44	0	3	-2
10	O=C1C(=O)N(CC2COc3ccccc3O2)c2ccccc21 (stereo unspecified)	3	4	-10	-33
11	CNC(=O)c1ccccc1NC(=O)c1ccco1	11	-4	2	14
12	CCN(c1ccc(NC(=O)c2ccc(N3CCCC3=O)cc2)cc1)C(C)C	-21	7	-2	3
13	Cc1ccc(C(=O)N2CCC(N3CCC(C(=O)N4CCOCC4)CC3)CC2)cc1C	.	8	2	6
14	Cc1ccc(NC2(C(F)(F)F)N=C(c3ccccc3)NC2=O)nc1 (stereo unspecified)	.	.	-4	9
15	NC(=S)N=Nc1c(O)n(CC(=O)Nc2ccccc2)c2ccccc12	12	5	-23	-9
16	CN(C[C@H]1N[C@@H](CO)[C@H]1c1ccc(-c2ccc(F)cc2)cc1)C(=O)C1CCC1	0	0	0	11

#	PAX8 reporter	Cneo AK release	LGR2 antag	PGC1a acetyl inh
9	.	0	-12	.
10	-35	0	-1	-2
11	.	1	1	-1
12	26	-1	14	10
13	-6	-3	0	6
14	10	.	7	.
15	25	-3	14	7
16	-7	1	-7	6

Reformatted with values under each structure: 2 of the compounds above.
Below each SMILES: Statin myotox sup, PglD DTNB, ARNT-TACC3 inh, GSIS activator, PAX8 reporter, Cneo AK release, LGR2 antag, PGC1a acetyl inh
#12 CCN(c1ccc(NC(=O)c2ccc(N3CCCC3=O)cc2)cc1)C(C)C
  -21, 7, -2, 3, 26, -1, 14, 10
#7 CC(O)Cc1cn(CC(=O)N2CCN(C(=O)OC(C)(C)C)CC2)nn1 (stereo unspecified)
  -5, 0, -4, 17, -32, -3, 9, 1

Other results follow:
#	SMILES	Statin myotox sup	PglD DTNB	ARNT-TACC3 inh	GSIS activator
17	O=C(N/N=C/c1ccc2c(c1)OCO2)c1ccc(Cl)cc1Cl	-3	5	-5	58*
18	CO[C@@H](CN(C)S(=O)(=O)c1cn(C)cn1)[C@@H](C)CN(C(=O)Nc1ccc(F)cc1)[C@H](C)CO	0	-1	-4	-3
19	COc1ccc(OC)c(S(=O)(=O)N2CCC(C(=O)NCc3ccncc3)CC2)c1	-3	0	-5	7
20	COc1cc(NC(=O)CSc2nnnn2-c2ccccc2)cc(OC)c1OC	.	2	2	.
21	C/C=C/c1ccc([C@H]2[C@H](CO)N(C(=O)NCCC)[C@H]2CNC(=O)C2CC2)cc1	-16	-1	2	19
22	Nn1c(SCC(=O)N2CCN(S(=O)(=O)c3ccc(Cl)cc3)CC2)nnc1-c1cccs1	-22	3	-4	.
23	CN(c1ccccc1)S(=O)(=O)c1ccc(NC(=O)C2CC2)cc1	.	0	-4	-12
24	CCOC(=O)c1ccc(N2C(=O)CC(SCC(N)C(=O)OCC)C2=O)cc1 (stereo unspecified)	.	0	0	.

#	PAX8 reporter	Cneo AK release	LGR2 antag	PGC1a acetyl inh
17	6	1	-1	-11
18	.	2	-5	14
19	-20	0	5	.
20	.	3	.	-2
21	21	4	-10	1
22	.	2	.	-9
23	8	-2	8	-1
24	-11	0	.	.

(more compounds)
#	SMILES	Statin myotox sup	PglD DTNB	ARNT-TACC3 inh	GSIS activator
25	O=C(/C=C/c1ccc(O)c(O)c1)O[C@@H]1C[C@](O)(C(=O)O)C[C@@H](O)[C@H]1O	1&3	-3&8	16&-13	-3
26	CCNC(=O)[C@@H]1[C@@H](CO)[C@@H]2Cn3c(cccc3=O)[C@H]1N2CCC(F)(F)F	-18	-1	-7	8
27	C=CCNC(=O)c1ccc2nc(-c3ccccc3)c(-c3ccccc3)nc2c1	.	2	4	17
28	COc1ccc2[nH]c3c(c2c1)CCN1C(=O)C(CC(=O)NCc2ccc(OC)c(OC)c2)C[C@H](C(=O)N2CCOCC2)[C@@]31CCC1CCCC1 (stereo partly specified)	14	-3	-3	-23
29	CCN(CC)CCn1c2c(c(SCC(=O)Nc3nc(C)cs3)nc1=O)CCCC2	-3	-4	0	7
30	Cc1ccc(C(=O)N/C(=C\c2ccco2)C(=O)NCCCn2ccnc2)cc1C	-8	-2	77*	-9
31	CN(Cc1ccccc1)C(=O)CN1CCN(C(c2ccccc2)c2ccccc2)CC1	.	.	0	-27
32	CCOc1ccc(S(=O)(=O)NCCC(=O)NCC(c2ccc(OC)cc2)N2CCCCC2)cc1 (stereo unspecified)	7	-1	1	-11

#	PAX8 reporter	Cneo AK release	LGR2 antag	PGC1a acetyl inh
25	10&-34	0&-2	14&-9	-10&3
26	-10	1	-6	.
27	-3	-1	.	.
28	8	-2	-10	.
29	-3	-1	1	-3
30	.	5	17	.
31	12	.	1	8
32	3	0	-31	.

Complete entries, looked up by structure. Order of screens: Statin myotox sup, PglD DTNB, ARNT-TACC3 inh, GSIS activator, PAX8 reporter, Cneo AK release, LGR2 antag, PGC1a acetyl inh
CCOc1ccc(S(=O)(=O)NCCC(=O)NCC(c2ccc(OC)cc2)N2CCCCC2)cc1 (stereo unspecified) is listed with 7, -1, 1, -11, 3, 0, -31, .
O=C(/C=C/c1ccc(O)c(O)c1)O[C@@H]1C[C@](O)(C(=O)O)C[C@@H](O)[C@H]1O is listed with 1&3, -3&8, 16&-13, -3, 10&-34, 0&-2, 14&-9, -10&3
Cc1ccc(C(=O)N/C(=C\c2ccco2)C(=O)NCCCn2ccnc2)cc1C is listed with -8, -2, 77*, -9, ., 5, 17, .
CN(Cc1ccccc1)C(=O)CN1CCN(C(c2ccccc2)c2ccccc2)CC1 is listed with ., ., 0, -27, 12, ., 1, 8
COc1ccc2[nH]c3c(c2c1)CCN1C(=O)C(CC(=O)NCc2ccc(OC)c(OC)c2)C[C@H](C(=O)N2CCOCC2)[C@@]31CCC1CCCC1 (stereo partly specified) is listed with 14, -3, -3, -23, 8, -2, -10, .

(cont.)
#	SMILES	Statin myotox sup	PglD DTNB	ARNT-TACC3 inh	GSIS activator
33	Cc1cccc(OC(=O)c2cccnc2)c1C	1	-2	-2	-4
34	CCCNC(=O)N(C)C[C@H]1Oc2cc(-c3cccnc3)ccc2S(=O)(=O)N([C@@H](C)CO)C[C@H]1C	7	-1	2	7
35	CC(=O)Nc1ccc(S(=O)(=O)NNC(=O)COc2cc(C)ccc2C(C)C)cc1	-8	5	-44	.
36	Cc1ccc(NC(=O)CCC(=O)NNC(=O)COc2cccc3ccccc23)c(C)c1	27	-9	0	1
37	CSc1ccc(S(=O)(=O)Nc2ccccc2C(=O)N2CCOCC2)cc1	1	-1	-9	16
38	Cc1noc(C)c1NC(=O)N(C)C[C@H]1Oc2ncc(/C=C/c3ccccc3)cc2C(=O)N([C@@H](C)CO)C[C@H]1C	19	-1	.	10
39	C[C@@H]1CN([C@@H](C)CO)C(=O)Cc2cc(NC(=O)CCC(F)(F)F)ccc2O[C@@H]1CN(C)Cc1ccc(C(=O)Nc2ccccc2N)cc1	32	2	3	9
40	COc1cc(NC(=O)c2cccc3c2C(=O)N(Cc2cccnc2)C3)cc(OC)c1OC	-21	-3	-4	3

#	PAX8 reporter	Cneo AK release	LGR2 antag	PGC1a acetyl inh
33	0	0	-2	23
34	.	-10	5	-4
35	.	3	.	-9
36	.	0	11	4
37	-2	1	-6	0
38	-6	7	-5	11
39	-9	2	2	-7
40	-2	3	7	6

The results go on:
#	SMILES	Statin myotox sup	PglD DTNB	ARNT-TACC3 inh	GSIS activator
41	O=C(c1ccco1)N1CCN(C(=O)c2ccccc2OC(=O)C23CC4CC(CC(C4)C2)C3)CC1	3	-10	-18	.
42	O=C(Nc1cccc(S(=O)(=O)N2CCCCC2)c1)c1ccc2c(=O)n3c(nc2c1)CCCCC3	-68	.	-7	-48
43	Cn1cnc(S(=O)(=O)N2C[C@H](O)COC[C@@H]3O[C@H](CC(=O)NC4CCCC4)CC[C@H]32)c1	-1	3	.	3
44	Cc1cc(C)cc(NC(=O)CS(=O)(=O)c2cccc3nsnc23)c1	-4	.	-4	-5
45	COc1cccc(NC(=O)Nc2ccc(CC(=O)O)cc2)c1	2	.	-29	9
46	C[C@H](CO)N1C[C@H](C)[C@H](CN(C)Cc2ccc(Cl)c(Cl)c2)OCc2cn(nn2)CCCC1=O	20	0	24	-1
47	S=C1NCCN1CC1CCN(CC2CCCC2)CC1	0	3	-10	16
48	CC1CCCN(C(=O)C(=O)c2cn(CC(=O)N3CCCCCC3)c3ccccc23)C1 (stereo unspecified)	11	-3	-14	-11

#	PAX8 reporter	Cneo AK release	LGR2 antag	PGC1a acetyl inh
41	.	1	.	-1
42	38	.	41	.
43	-34	0	4	9
44	7	0	12	10
45	15	.	27	-1
46	.	15	4	1
47	8	1	-19	.
48	35	1	10	10

Carrying on.
#	SMILES	Statin myotox sup	PglD DTNB	ARNT-TACC3 inh	GSIS activator
49	CCc1ccc(C(=O)OCC(=O)NCCNC(=O)COC(=O)c2ccc(CC)cc2)cc1	8	3	1	5
50	CN(C)S(=O)(=O)c1ccc(C(=O)OCn2nnc3ccccc3c2=O)cc1	0	3	4	0
51	CC(=O)Nc1ccc(CN2CCN(CCc3ccccc3)C(CCO)C2)cc1 (stereo unspecified)	12	-2	10	-8
52	Cc1nc(-c2ccccn2)nc(N2CCOCC2)c1Cl	6	-2	20	9
53	COc1ccc(NC(=O)C(C)NS(=O)(=O)c2ccc(NC(C)=O)cc2)cc1Cl (stereo unspecified)	9	1	1	.
54	C[C@H](CO)N1C[C@H](C)[C@@H](CN(C)C(=O)c2ccncc2)Oc2cc(C#C[C@@H](C)O)ccc2S1(=O)=O	-26	8	-1	15
55	CC(C)NC(=O)N(C)C[C@@H]1Oc2ccc(NS(=O)(=O)c3ccc(Cl)cc3)cc2C(=O)N([C@@H](C)CO)C[C@@H]1C	1	10	-4	11
56	CC1(C(=O)Nc2cccc3ccccc23)CC1(Br)Br (stereo unspecified)	.	.	6	2
57	O=C(Cc1ccncc1)Nc1ccc2c(c1)[C@@H]1C[C@H](CC(=O)NC3CCCCC3)O[C@H](CO)[C@@H]1O2	-1	-2	-6	7

#	PAX8 reporter	Cneo AK release	LGR2 antag	PGC1a acetyl inh
49	4	-2	28	.
50	-3	-1	5	-10
51	9	-1	-1	.
52	0	7	-7	0
53	.	-3	.	9
54	-1	0	3	10
55	4	-1	-13	7
56	1	.	0	-8
57	-5	8	-3	0

Compound activity deposited in PubChem by Broad Institute.
